Compound activity: PubChem, National Center for Advancing Translational Sciences (NCATS)
Integrin act MD: activates integrin-mediated alleviation for muscular dystrophy; alpha7betagal myoblasts, beta-gal FDG fluorescence, 48 h; Potency, µM (doses to about 38.3 µM), for the others: at the highest dose activation, actives largely listed as activators; actives 0.064% (n = 350,000); AID 624291;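 further: potency means the concentration at half of the fitted maximal effect; 100% = response of the positive control SU9516; nearly all actives have a fitted effect of over 60% in size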
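alpha7betagal+/- myoblasts (passage 13, 250/well) treated 48 h at 37C with compounds at 1:260 dilution of DMSO stock. Lysed, then beta-galactosidase activity read as FDG fluorescence (ex 480/em 540) after 30 min, with pre-read for autofluorescence.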
ASM inhibitor: human S-ASM enzyme inhibition. placental ASM, HMU-PC fluorogenic substrate, 60 min. actives 0.006% (n = 340,000). Potency, µM (highest dose often 57.5 µM), without a hit: at the highest dose activity change, negative = inhibition, usual class: inhibitors. P17405. AID 504937; further: potency means the concentration at half of the fitted maximal effect
Target sequence (P17405 47-631 limits assumed): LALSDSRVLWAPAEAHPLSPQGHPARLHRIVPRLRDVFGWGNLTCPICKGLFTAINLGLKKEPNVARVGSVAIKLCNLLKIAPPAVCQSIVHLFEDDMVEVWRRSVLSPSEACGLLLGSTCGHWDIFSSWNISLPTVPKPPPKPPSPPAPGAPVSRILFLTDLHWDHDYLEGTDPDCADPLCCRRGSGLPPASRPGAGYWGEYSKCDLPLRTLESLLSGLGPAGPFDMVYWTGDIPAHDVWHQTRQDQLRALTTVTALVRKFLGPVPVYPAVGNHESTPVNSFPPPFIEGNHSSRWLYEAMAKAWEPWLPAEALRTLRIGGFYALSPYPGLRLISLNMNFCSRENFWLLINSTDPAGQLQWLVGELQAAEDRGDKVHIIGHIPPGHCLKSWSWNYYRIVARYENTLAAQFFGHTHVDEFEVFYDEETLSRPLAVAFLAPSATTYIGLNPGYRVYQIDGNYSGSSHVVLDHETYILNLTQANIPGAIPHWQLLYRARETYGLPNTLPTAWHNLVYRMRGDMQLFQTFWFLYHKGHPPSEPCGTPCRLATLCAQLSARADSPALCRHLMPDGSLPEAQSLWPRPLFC
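qHTS format. ASM enzyme prepared from human placenta hydrolyses the fluorogenic substrate HMU-PC0 (9 uM final) over 60 min at 37 °C after a 10 min compound preincubation.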
TSHR antag: antagonists of human thyroid stimulating hormone receptor. TSHR-expressing cells, TSH-stimulated cAMP HTRF, 2 h; stronger effect = lower value. activity change, negative = inhibition, % at 11.5 µM. actives 0.2% (n = 330,000). AID 504810. P16473;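 active means activity change below a set negative limit, meaning inhibition stronger than a set level, cut at about -70% in these data; inconclusive means activity change between two set negative limits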; further: on the % scale 0 is the no-effect control and ±100 the full control effect
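TSHR-expressing cells were treated with compounds, then stimulated with TSH at EC80 (4nM final) for 2 hours at 37 deg C. Cellular cAMP was measured by HTRF competition between lysate cAMP and cAMP-d2 for a cryptate-labelled anti-cAMP antibody.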
Mito fusion yeast: inhibitors of mitochondrial division or activators of mitochondrial fusion; S. cerevisiae fusion-defective mutant growth rescue, CellTiterGlo 48 h; actives 0.23% (n = 320,000); Potency, µM (top dose mostly 46.1 µM), for the others: at the top dose growth rescue (activation), hits mostly activators;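 further: potency means the concentration at half of the fitted maximal effect; % of control where 0% means no effect; nearly all actives have a fitted effect of over 45% in size; temperature-sensitive fusion mutants such as fzo1-1 at 37 °C on non-fermentable ethanol glycerol medium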
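Growth-rescue viability read-out: after 48 h at the non-permissive 37C in glycerol/ethanol YPEG, yeast mitochondrial fusion mutants are measured by CellTiterGlo luminescence; compounds (23 nl pinned per well) restoring growth score as division inhibitors or fusion activators.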
ELG1 DNA repair: ELG1-dependent DNA repair inhibition | HEK293T ELG1-luciferase reporter, luminescence, 16 h; DNA damage induced by 5-fluorouridine | Potency, µM (highest dose often 46.1 µM), for the others: at the top dose activity change, negative = inhibition, most hits filed as inhibitors | actives 2.3% (n = 330,000) | AID 504467; further: potency means the concentration at half of the fitted maximal effect; on the % scale 0 is the no-effect control and ±100 the full control effect; nearly all actives have a fitted effect of over 55% in size
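Step one: seed 2,000 cells per well. Step two: pin-transfer compound or DMSO alongside 5-fluorouridine. Step three: incubate 16 hr, 37 °C, 5% CO2. Step four: add ONE-Glo, wait 30 min, read luminescence.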
BCR signal inh: chronic active BCR signaling inhibition; ABC-DLBCL IkBa-CBG/CBR reporter, luminescence ratio, 4 h; Potency, µM (titrated, usually from 46.1 µM), for inactives: at the top dose ratio change, negative = lower green/red ratio, hits mostly inhibitors; actives 0.05% (n = 340,000); active means well fitted inhibition curve with a large enough effect in the signal ratio, with a control signal flat, not every such curve was filed as active; inconclusive means small, poorly fitted or top-dose-only effect, or effect the other way, or a change in a side signal; the % refers to the signal ratio;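 further: potency means the concentration at half of the fitted maximal effect; plate controls were basal doxycycline-induced cells for no effect and cells given 10 µM MG132 for full effect; MG132 reads +100%, hits lower the ratio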
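TMD8 human ABC-DLBCL cells with doxycycline-inducible IκBα–green luciferase fusion and unfused red luciferase, in 0.5% FBS medium; compounds up to 46 uM, 4 h at 37C. Green/red luminescence ratio, filter-overlap corrected, fitted to concentration-response curves.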
TCR act: activators of T cell receptors; Potency, µM (doses to about 9.22 µM), inactives show at the top dose activation of IL-2 secretion, usual class: activators; AID 504894; 330,000 tested, under 10 active; primary human leukocytes, anti-CD3, IL-2 HTRF, 48 h; further: % of control where 0% means no effect
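1) Mix primary human leukocytes, a-CD3 beads and compound. 2) Incubate 48 hr. 3) Add HTRF IL-2 reagents (a-IL-2-K, a-IL-2-d2).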
Tb PFK inh: T. brucei PFK enzyme inhibition; O15648; T. brucei PFK, ADP-Glo luminescence; Potency, µM (highest dose often 57.5 µM), for the others: at the highest dose activity, negative = inhibition, most hits filed as inhibitors; actives 0.17% (n = 330,000); AID 485367;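 further: potency means the concentration at half of the fitted maximal effect; 0% = uninhibited 1x PFK enzyme wells and -100% = no-enzyme wells; nearly all actives have a fitted effect of over 60% in size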
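In TEA buffer at pH 8.0 with 5 mM MgCl2, enzyme (1.25 nM) converted F6P (0.5 mM) and ATP (0.1 mM) for 45 min at room temperature. ADP product was read by luciferase luminescence.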
AT treatment: candidate therapy for ataxia-telangiectasia; […] A-T fibroblasts, KAP-1 phosphorylation AlphaLISA; neocarzinostatin DNA damage 30 min before lysis; Potency, µM (doses to about 57.5 µM), without a hit: top-dose activation, most hits filed as activators; actives 0.19% (n = 320,000); AID 485349; further: potency means the concentration at half of the fitted maximal effect; % of control where 0% means no effect; nearly all actives have a fitted effect of over 45% in size
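hTERT-immortalized A-T patient fibroblasts ([…]), 500 cells/well in OPTI-MEM, 1% FBS, got compounds for 60 min, then NCS for 30 min at 37C. Lysates were then assayed for phospho-KAP-1 by AlphaLISA (anti-pKAP1 donor, anti-KAP1 acceptor beads), 6 hr at 25C.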
PTAP TSG101 blk: blocks PTAP/TSG101 interaction to inhibit HIV-1 budding. Q99816. Fluorescence polarization, FITC-PTAP peptide / Tsg101 binding. Potency, µM (titrated, usually from 115 µM), for inactives: at the top dose activity change, negative = inhibition, hits mostly inhibitors. 340,000 tested, under 10 active. AID 493005; active means well fitted inhibition curve with a large enough effect in the main read-out, with a control signal flat, not every such curve was filed as active; inconclusive means small, poorly fitted or top-dose-only effect, or effect the other way, or a change in a side signal; inactive means no such curve, though single readings can be large or run the other way; further: potency means the concentration at half of the fitted maximal effect; % of control where 0% means no effect
Target sequence (Q99816 whole entry, looked up): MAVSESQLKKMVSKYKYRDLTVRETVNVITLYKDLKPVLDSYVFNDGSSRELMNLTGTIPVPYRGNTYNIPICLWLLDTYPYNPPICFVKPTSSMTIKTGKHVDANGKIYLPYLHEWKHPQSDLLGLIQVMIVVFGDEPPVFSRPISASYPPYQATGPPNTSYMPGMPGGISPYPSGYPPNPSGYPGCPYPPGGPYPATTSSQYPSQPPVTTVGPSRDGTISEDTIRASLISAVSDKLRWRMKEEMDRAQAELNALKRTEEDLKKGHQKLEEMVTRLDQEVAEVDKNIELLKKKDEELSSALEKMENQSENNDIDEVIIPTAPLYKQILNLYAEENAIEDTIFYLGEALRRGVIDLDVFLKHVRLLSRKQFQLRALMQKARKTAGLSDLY
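Compounds were pin-transferred onto Tsg101 binding domain (10 uM final) in HEPES pH 7.5 buffer, then FITC-PTAP peptide was added at 50 nM final. After 20 min at RT, polarization reported peptide displacement across a qHTS concentration series.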
Eya2 inh: inhibitors of human Eya2 phosphatase activity. Potency, µM (titrated, usually from 76.9 µM), for inactives: top-dose activity, negative = inhibition, hits mostly inhibitors. recombinant Eya2, OMFP fluorescence dephosphorylation (OMFP is methylfluorescein phosphate). O00167. actives 0.006% (n = 330,000); further: potency means the concentration at half of the fitted maximal effect; on the % scale 0 is the no-effect control and ±100 the full control effect
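Eya2 (0.2 uM) preincubated 10 min at ambient with compound, then OMFP substrate added at 50 uM; 10 min reaction in 50 mM HEPES pH 7.5, 50 mM NaCl, 5 uM MgCl2, 0.05% BSA, 1 mM DTT. Fluorescence read at Ex 485/Em 525 nm.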
The depositor's hits bear a star; ? = inconclusive; nt = no result given; [ ] = another dose, or the depositor's remark. Unless noted, the call rests on the fitted dose curve; in most records, active means well fitted curve in the direction sought with a large enough effect; inconclusive means small, poorly fitted or top-dose-only effect, or another doubt; inactive means no such curve, though single readings can be large; an effect the other way counts as inactive or inconclusive. An unsorted share of the library; 3.2% or so of the library scored in one or more.

compound	Integrin act MD	ASM inhibitor	TSHR antag	Mito fusion yeast	ELG1 DNA repair	BCR signal inh	TCR act	Tb PFK inh	AT treatment	PTAP TSG101 blk	Eya2 inh
CCc1ccccc1NC(=O)CN(C)C(=O)CSc1nn(-c2ccc(F)cc2)c(=S)s1	-24%	-1%	-4	7%	-14%	3%	3%[46.1 µM]	-4%	3%	-3%	9%
CCCOc1ccc(CSc2nnc(CCC)n2N)cc1	1%	1%	0	2%	11%	0%	-5%	2%	-4%	1%	-24%
O=[N+]([O-])c1ccc(S(=O)(=O)N2CCSC2c2ccco2)cc1 (stereo not given)	0%	0%	0	-2%	1%	14%	2%	-10%	3%	-1%	11%
CCN(C(=O)Cn1c(=O)oc2ccccc21)C1CCS(=O)(=O)C1 (stereo not given)	3%	1%	4	0%	12%	5%	-2%	-5%	nt	-11%	-1%
COc1ccc(N2CCN(C(=O)c3ccc(-n4nc(C)cc4C)cc3)CC2)cc1	-14%[7.66 µM]	-1%	6	-2%	-19%	-6%	-3%	-10%	6%	-3%	2%
CCOc1ccc(CN(C)C(=O)c2ccc(NS(=O)(=O)c3ccc4[nH]c(=O)[nH]c4c3)cc2)cc1	-11%	-3%	47	1%	10%	?	-4%	0%	8%	-4%	-10%
CCOc1ccc(N2CC(=O)N(c3ccc(OCC)cc3)CC2=O)cc1	31%	1%	26	0%	17%	1%	2%	-2%	10%	0%	-12%
Cc1ccc(CCN2CC(C(=O)NCCCN3CCCCCC3)CC2=O)cc1 (stereo not given)	5%	1%	2	-3%	5%	-1%	7%	-4%	-5%	-3%	-2%
O=C(NC(=S)NC1CCCc2ccccc21)c1ccc(F)cc1 (stereo not given)	?	-4%	-2	4%	?	?	5%	-16%	-5%	7%	-13%
COc1ccc(C(=O)COC(=O)CN2C(=O)C3C4CCC(C4)C3C2=O)cc1 (stereo not given)	38%	-2%	11	7%	9%	0%	-2%	2%	2%	1%	-1%
O=C(O)c1cccc(-n2nnnc2SCc2ccccc2Cl)c1	22%	8%	-8	4%	8%	1%	2%	5%	1%	-2%	3%
O=C(CCn1cnc2ccccc2c1=O)Nc1cccc(Cl)c1Cl	-14%	4%	6	1%	-7%	2%	-1%	-3%	1%	2%	0%
COc1ccc(C(=O)NCCc2c[nH]c3ccccc23)cc1[N+](=O)[O-]	-14%	3%	6	1%	?	?	6%	1%	0%	-3%	13%
N/C(=N\OC(=O)c1cc(Cl)ccc1Cl)c1ccncc1	-42%	-2%	-19	-2%	?	?	-7%	-1%	8%	1%	7%
COc1ccccc1NC(=O)c1nnn(CC(=O)Nc2ccccc2)c1N	-4%	-1%	15	0%	22%	?	2%[46.1 µM]	-5%	1%	-1%	-11%
C/C(CC(=O)NCc1ccccc1Cl)=N/NC(=O)c1ccccn1	18%	3%	-3	7%	?	?	1%	-6%	-2%	-6%	-30%
COc1ccc(-c2cc(-c3ccccc3O)[nH]n2)cc1	12%	9%	-5	19%	?	?	-4%	2%	4%	-8%	-29%
O=C(Nc1cccc(S(=O)(=O)N2CCOCC2)c1)c1ccc2ccccc2n1	31%	-4%	3	-14%	-13%	?	-1%	3%	-23%	-4%	-18%
O=C(NCC1CCCN1S(=O)(=O)c1cccs1)c1ccc([N+](=O)[O-])cc1 (stereo not given)	20%	2%	-7	-6%	?	10%	2%	0%	9%	1%	-3%
Cc1nc(SCC(=O)O)c2oc3ccccc3c2n1	18%	5%	-10	-1%	14%	2%	3%	1%	3%	-3%	23%
CCCc1cc(=O)[nH]c(SCC(=O)c2ccc(S(=O)(=O)N3CCCC3)cc2)n1	-10%	-1%	-10	-1%	-25%	2%	-5%	-1%	7%	-8%	-4%
CC(C)NC(=O)c1ccc2c3n(nc2c1)-c1ccccc1CO3	2%	6%	5	-17%	?	3%	-3%	?	10%	0%	-2%
O=S(=O)(c1ccc2c(c1)oc1ccccc12)N1CCOCC1	-1%	-3%	5	4%	-3%	5%	5%	-19%	6%	-19%	2%
Cc1c(/C=N\NC(=O)c2csc3ccccc23)cnn1C	24%	-1%	0	2%	9%	-29%	8%	1%	4%	7%	0%
O=C1CCN(Cc2ccccc2)N1	15%	8%	10	-4%	-4%	2%	2%	-18%	-7%	-1%	2%
CC(=O)c1c(Nc2cccc(F)c2)oc(C)cc1=O	-4%	8%	12	-4%	0%	?	6%	1%	-5%	-4%	-2%
Cn1c(=O)c2c(nc(CN3CCN(C(=O)c4ccco4)CC3)n2CC(N)=O)n(C)c1=O	5%	-1%	35	1%	12%	2%	-6%	0%	1%	-6%	0%
NC(=O)c1cccc(C(N)=O)n1	-5%	3%	-3	-5%	?	0%	-4%	2%	0%	1%	13%
CCOC(=O)c1cn(Cc2cccc(Cl)c2)c2cc(C)nn2c1=O	-3%	5%	-7	1%	-14%	?	3%	-1%	2%	-2%	-21%
FC(F)(F)c1cnc2c(-c3ccccc3)n[nH]c2c1	-16%	6%	-11	-5%	?	15%	-1%	-7%	-1%	0%	-4%

2 records drawn at random from those above:
compound	Integrin act MD	ASM inhibitor	TSHR antag	Mito fusion yeast	ELG1 DNA repair	BCR signal inh	TCR act	Tb PFK inh	AT treatment	PTAP TSG101 blk	Eya2 inh
O=C(Nc1cccc(S(=O)(=O)N2CCOCC2)c1)c1ccc2ccccc2n1	31%	-4%	3	-14%	-13%	?	-1%	3%	-23%	-4%	-18%
O=C1CCN(Cc2ccccc2)N1	15%	8%	10	-4%	-4%	2%	2%	-18%	-7%	-1%	2%

Remaining list, next part.
compound	Integrin act MD	ASM inhibitor	TSHR antag	Mito fusion yeast	ELG1 DNA repair	BCR signal inh	TCR act	Tb PFK inh	AT treatment	PTAP TSG101 blk	Eya2 inh
Cc1nc(Nc2ccccc2)sc1C(=O)Nc1ccccc1	-4%	0%	-17	1%	?	1%	-2%	-4%	0%	-8%	-5%
COc1ccc(C(CNC(=O)c2ccc3c(c2)C(=O)N(CCC(C)C)C3=O)N2CCOCC2)cc1 (stereo not given)	2%	-3%	-7	-8%	-12%	1%	0%	1%	-4%	-14%	-17%
CCOc1cc(CO)c(Br)cc1OCC(=O)O	19%	3%	34	-1%	24%	-2%	-5%	-8%	9%	-3%	-19%
CCC(C)(C)N1CC(=O)N(Cc2ccccc2)C(c2ccc(OC)cc2)C1=O (stereo not given)	4%	0%	3	4%	-1%	2%	-4%	0%	1%	-3%	-17%
NC(=O)c1cc2cc(Cl)ccc2oc1=Nc1cccc(C(F)(F)F)c1	18%	-8%	-1	15%	9%	-1%	-2%	-6%	1%	-1%	4%
CCc1nnc(NC(=O)Cc2ccc(OC)cc2)s1	-11%	-3%	27	-1%	4%	?	2%	1%	-1%	1%	3%
Fc1ccc(-c2cc(-c3ccccc3)nc(-n3cccn3)n2)cc1	-18%	-7%	23	3%	?	?	3%	2%	7%	-3%	-12%
COc1ccc2oc(C(=O)OCC(=O)Nc3cccc(S(=O)(=O)N4CCOCC4)c3)c(C)c2c1	-7%	-22%	-5	-1%	-2%	-23%	-10%	16%	20%	-2%	2%
O=C(COC(=O)C1=COCCO1)NC1CCCCC1	9%	4%	7	1%	?	0%	-4%	-5%	22%	0%	5%
COC(=O)c1ccc(NC(=O)c2cccc(NC(=O)c3ccccc3)c2)cc1	-17%	-1%	-8	0%	-1%	0%	nt	1%	-20%	-2%	-8%
Cc1ccccc1NC(=O)CC1S/C(=N/c2nccs2)N(C)C1=O (stereo not given)	8%	0%	-4	-3%	1%	-17%	7%	5%	-2%	0%	-33%
COC(=O)[C@@H](Cc1c[nH]c2ccccc12)NC(=O)CNC(=O)c1ccccc1OC	12%	2%	-2	-9%	0%	-7%	-6%	-4%	12%	2%	2%
O=C(O)Cc1coc(-c2ccc(F)cc2)n1	20%	5%	-2	-1%	4%	?	-4%	3%	0%	-1%	-3%
